Compound activity deposited in PubChem BioAssay by The Scripps Research Institute Molecular Screening Center.
phage Ecoli inh: E. coli growth loss with phage present. growth absorbance. inhibition, % at 11.9 µM. actives 0.26% (n = 360,000); in the data active means inhibition above about 11%
* hit, by the source's call.

| structure | phage Ecoli inh |
| --- | --- |
| Cc1ccc(NC(=O)C2(C)CCN2CCc2ccccc2)cc1O (stereo unspecified) | -0.2 |
| CC(C)(C)c1nc2ccc(Cl)cn2c1CC1CCCCC1 | 2.0 |
| CCC(c1nnnn1Cc1ccccc1)N1CCN(C/C=C/c2ccccc2)CC1 (stereo unspecified) | 1.0 |
| COc1cccc(-c2cnc(C(O)c3ccc(C)cc3)[nH]2)c1 (stereo unspecified) | 3.2 |
| CC(=O)NC(c1cccs1)c1cc(Br)c2cccnc2c1O (stereo unspecified) | 18.8* |
| O=C(Nc1ccc(Oc2ccccc2)cc1)c1csc([C@@H]2O[C@H](CO)[C@H](O)[C@H](O)[C@H]2O)n1 | 0.2 |
| CCOC(=O)c1sc2nc(OCc3cccnc3)cc(C)c2c1N | -0.7 |
| O=C(c1ccccc1)c1sc(Nc2ccc3c(c2)OCO3)nc1-c1ccccc1 | -0.2 |
| CCCc1nc2ccc(C)cn2c1Cc1cccc(Cl)c1 | -1.9 |
| CC1(Cc2cc(Cl)ccc2C(F)(F)F)C(=O)Nc2cc(-c3ccccc3Cl)ccc21 (stereo unspecified) | 1.6 |
| C=C1C(=O)[C@]23C[C@H]1CC[C@H]2[C@]1(C)[C@@H](OC(C)=O)CC[C@@](C)(C(=O)O)[C@H]1C[C@@H]3O | -0.8 |
| Cc1cc2nc(-c3cccc(Br)c3)c(Cc3cccc(Cl)c3)n2c(C)c1Br | 0.9 |
| CCCNC(=O)C1(C)CCCN(C(=O)c2ccc(OC(F)F)cc2)C1 (stereo unspecified) | 1.6 |
| C[C@H](O)[C@@H]1CN2CCc3c([nH]c4ccccc34)[C@@H]2C[C@@H]1N(C)C(=S)Nc1ccc(C#N)cc1 | 4.2 |
| CCc1nc2ccc(C(=O)NCCC(C)C)cn2c1N(CCN(C)C)CC1CC1 | 1.9 |
| Cc1ccc(-c2nc3cc(C)c(Br)c(C)n3c2Cc2ccccc2)cc1 | 0.6 |
| Cc1ccc(Cc2c(C(C)(C)C)nc3cc(C)c(Br)c(C)n23)cc1 | 2.7 |
| CCCCCCN(C(=O)CCCCCN1C(=O)NC(c2ccc(-c3ccccc3)cc2)C(C(=O)OCc2ccccc2)=C1C)C(C(=O)NCCCC)c1cccc(C(=O)OC)c1 (stereo unspecified) | 1.6 |
| CN1CCN(c2ncnc3c2ncn3[C@H]2CN(Cc3ccc(Cl)cc3)C[C@@H](CO)O2)CC1 | -0.1 |
| CS(=O)(=O)c1ccc(-c2cnc3c(NC=O)cc(-c4ccsc4)cn23)cc1 | 2.5 |
| COc1ccccc1-c1ccc([C@@H]2C[C@H]3[C@H](CON3C)CN2S(=O)(=O)c2cc(Cl)cc(Cl)c2)cc1 | 3.4 |
| CC1=C(C(=O)N(C(C)C)C(C)C)CC(CC(=O)NCCCCc2ccccc2)C(=O)N1CCC1=CCCCC1 (stereo unspecified) | 4.7 |
| O=C(N[C@H](Cc1ccccc1)C(=O)NCc1ccc(OC(F)(F)F)cc1)[C@H]1O[C@@H](n2ccc(=O)[nH]c2=O)[C@H](O)[C@@H]1O | 0.8 |
| CCC(=O)N1CCC1(C)C(=O)Nc1nccs1 (stereo unspecified) | 0.6 |
| O=C(N[C@@H](Cc1cccnc1)C(=O)N1CCC[C@H]1C(=O)NC1CCCC1)C1CC1 | 3.1 |
| O=C(Nc1ccc2c(c1)OCCO2)C(C1CC1)N1CCN(C/C=C/c2ccccc2)CC1 (stereo unspecified) | 3.1 |
| CN(C)CC(=O)N[C@@H]1C=C[C@@H](CC(=O)NCCN2CCCCC2)O[C@@H]1CO | 0.4 |
| CC(N)c1csc(Nc2nccc(C(F)(F)F)n2)n1 (stereo unspecified) | 1.2 |
| COC(=O)c1ccccc1 | 1.2 |
| Cc1ccc(-c2nc3c(C)cc(Br)cn3c2Cc2cccc(F)c2)cc1 | 4.3 |
| CC(C)(C)S(=O)N1C[C@H]2CC(=O)C(CCO)=C2[C@@H]1CCO (stereo partly specified) | 0.5 |
| CN(C)CC(=O)N[C@@H]1CC[C@@H](CC(=O)NCCN2CCCCC2)O[C@@H]1CO | -0.6 |
| O=C(NCc1ccccc1)[C@@H]1CCCN1C(=O)[C@H]1CCCN1C(=O)c1ccccc1F | 3.5 |
| CCCOc1ccc(F)cc1-c1cc(C(=O)NC2CCCCC2)[nH]n1 | 1.2 |
| COc1ncc(-c2ccc(N3C(c4ccsc4)=Cc4ccc(F)cc4C3CC(C)=O)cc2)cn1 (stereo unspecified) | 4.8 |
| Cc1ccccc1-c1ccc(CN2C(C(C)C)C(=O)N(Cc3cn(CCC4OCCO4)nn3)CCS2(=O)=O)cc1 (stereo unspecified) | -0.4 |
| COC(=O)c1cccc(OCCCN2CCC(C(O)(c3ccccc3)c3ccccc3)CC2)c1 | -1.2 |
| COc1ccc2c(CN3CCN(c4ccccc4F)CC3)cc(=O)oc2c1 | 3.8 |
| CCc1ccc([C@H]2[C@@H]3C(=O)C[C@@H]4C(=O)N(C)C(=O)[C@@H]4[C@@H]3CN2S(=O)(=O)c2ccc(C)cc2)cc1 | -0.1 |
| COc1ccc(NC(=O)C2(C)Cc3c(-c4ccccc4)ccnc3O2)cc1OC (stereo unspecified) | 1.5 |
| CCCNC(=O)OC1CC2CC1[C@H]1CCCCN1C2=O (stereo partly specified) | -2.8 |
| CCNC(=O)C1CCCN(C(=O)c2cccc(C(F)(F)F)c2)CC1 (stereo unspecified) | 2.0 |
| O=c1[nH]cnc2c1ncn2C1OC(CO)CC1F (stereo unspecified) | 0.9 |
| CC(C)C(=O)N1CCC1(C)C(=O)Nc1ccc(-n2cccc2)cc1 (stereo unspecified) | 2.4 |
| COc1cc(Cl)ccc1OC1(C)CCN(Cc2cccc(OC)c2OC)C1 (stereo unspecified) | 2.7 |
| COC(=O)[C@]12C[C@H](CC(=O)NCc3ccc(OC)c(OC)c3)C(=O)N(Cc3ccc4c(c3)OCO4)C1=C[C@H](COCc1ccccc1)O[C@@H]2C | 3.2 |
| OC(c1ccc(Cl)c(F)c1)c1ncc(-c2ccc(F)cc2)[nH]1 (stereo unspecified) | 4.8 |
| COc1ccc(CNC(=O)C2Cc3c(-c4ccccc4)ccnc3O2)cc1OC (stereo unspecified) | 4.2 |
| COC(=O)C1=C(C)N(Cc2ccccc2C(F)(F)F)C(=NCc2cc(OC)c(OC)c(OC)c2)NC1CCc1ccccc1 (stereo unspecified) | 5.8 |
| CCc1nc2c(OCc3ccccc3C)cccn2c1N(C)C(=O)c1ccc(C)cc1 | 0.0 |
| COc1ccc(C(O)c2nc(-c3cccc(C(F)(F)F)c3)cs2)cc1 (stereo unspecified) | -0.8 |
| CC1(c2nnnn2-c2ccc3c(c2)OCCO3)CCC(=O)N1CC(F)(F)F (stereo unspecified) | 3.2 |
| CCc1nc2c(OCCn3cccc3)cccn2c1N(C=O)Cc1ccc(OC)cc1 | 0.2 |
| O=C(Nc1ccc(F)cc1)C(CCc1ccccc1)N1CCN(c2cccc(C(F)(F)F)n2)CC1 (stereo unspecified) | 4.4 |
| CCCCSc1nc(N)nc2c1ncn2C1OC(CO)C(O)C1O (stereo unspecified) | 1.3 |
| CC(C)NC(=O)C1(C)CN(S(C)(=O)=O)CC(=O)N1C1CC1 (stereo unspecified) | 2.0 |
| C[C@H]1[C@@H](c2ccccc2)Oc2c(Cl)cccc2S(=O)(=O)N1C | 3.4 |
| CCCN(C)C1CN(Cc2cn(Cc3ccc(OC)cc3)nn2)S(=O)(=O)C1 (stereo unspecified) | 1.1 |
| COCc1cn(CC(C)n2c(=O)c3ccccc3n2Cc2cc(C(C)C)no2)nn1 (stereo unspecified) | -0.1 |
| CC1(C(=O)Nc2ccccc2Cc2ccccc2)CCN1CCc1ccccc1 (stereo unspecified) | -0.2 |

A draw from above in order of length of the SMILES, falling.
| structure | phage Ecoli inh |
| --- | --- |
| C=C1C(=O)[C@]23C[C@H]1CC[C@H]2[C@]1(C)[C@@H](OC(C)=O)CC[C@@](C)(C(=O)O)[C@H]1C[C@@H]3O | -0.8 |
| Cc1ccccc1-c1ccc(CN2C(C(C)C)C(=O)N(Cc3cn(CCC4OCCO4)nn3)CCS2(=O)=O)cc1 (stereo unspecified) | -0.4 |
| CN(C)CC(=O)N[C@@H]1CC[C@@H](CC(=O)NCCN2CCCCC2)O[C@@H]1CO | -0.6 |
| Cc1cc2nc(-c3cccc(Br)c3)c(Cc3cccc(Cl)c3)n2c(C)c1Br | 0.9 |
| CCc1nc2c(OCc3ccccc3C)cccn2c1N(C)C(=O)c1ccc(C)cc1 | 0.0 |
| CC(=O)NC(c1cccs1)c1cc(Br)c2cccnc2c1O (stereo unspecified) | 18.8* |

Later entries.
| structure | phage Ecoli inh |
| --- | --- |
| CCCc1nc2ccc(C)cn2c1Cc1ccccc1OC | 0.9 |
| CC(C)(C)n1nnnc1C(c1cc2ccccc2o1)N1CCCC1 (stereo unspecified) | -0.3 |
| COc1ccccc1-c1cn(CC[C@@H]2CC[C@H](NC(=O)C3CCC3)[C@@H](CO)O2)nn1 | -1.9 |
| CC1(C(=O)NS(=O)(=O)c2ccc3c(c2)CCO3)CCN1C(=O)c1ccccc1CCc1ccccc1 (stereo unspecified) | 3.6 |
| C=C(C)Cn1c2ccc(NC(=O)CCc3cccc(Cl)c3)cc2c(=O)n1C | 2.8 |
| COc1ccc(Cc2c(-c3ccccc3)nc3ccc(Br)cn23)c(C)c1 | 4.7 |
| CC(C)C[C@H]1CN([C@@H](Cc2ccc(O)cc2)CN2CCC[C@H]2CN2C(=O)C(=O)NC[C@@H]2Cc2ccccc2)C(=O)C(=O)N1CC1CCCCC1 | 1.5 |
| C=C1C(=O)OC2C1CCC(C)=CCCC1(C)OC21 (stereo unspecified) | 3.1 |
| Brc1ccc2nc(C3CCCCC3)c(Cc3ccccc3)n2c1 | 4.0 |
| COc1cccc(CNc2nc(NC(C)C)nc3ccsc23)c1 | -0.6 |
| C=CCNc1cccc2c1S(=O)(=O)N[C@H](C)CO2 | 1.2 |
| CC1=C(C(=O)N2CCCCCC2)CC(CC(=O)NCCCN(C)C)C(=O)N1Cc1ccc(C(C)(C)C)cc1 (stereo unspecified) | 1.0 |
| CN(C)CCNC(=O)C1(C)Cc2c(-c3cccc(C(F)(F)F)c3)ccnc2O1 (stereo unspecified) | 2.2 |
| CCNC(=O)C1(C)CCCN1Cc1ccccc1Cl (stereo unspecified) | 2.0 |
| COc1cc(CCC(C)=O)ccc1OC(=O)c1c(-c2c(F)cccc2Cl)noc1C | 4.8 |
| CN(CCc1ccccc1)C(c1cc2ccccc2o1)c1nnnn1C(C)(C)C (stereo unspecified) | 2.9 |
| O=C(NCc1ccccc1)C1c2ccccc2OCC(=O)N1Cc1ccc2c(c1)OCO2 (stereo unspecified) | 0.9 |
| COC(=O)c1ccc2nc(-c3cccc(Br)c3)c(Cc3ccsc3)n2c1 | 0.4 |
| CC1(Cc2ccc(Cl)c(Cl)c2)C(=O)Nc2ccc(S(=O)(=O)NC3CCCCC3)cc21 (stereo unspecified) | 3.3 |
| CC(C)=CCC/C(C)=C/CN1C(=O)N(c2ccc(F)cc2)[C@H]2C[C@@H](c3ccccc3)[C@@H](C)[C@@H](C(=O)N3CCOCC3)C[C@H]21 | 2.9 |
| CC(=O)Nc1cc(-c2ccc(N3CCN(C)CC3)cc2)cn2c(-c3ccccc3)cnc12 | -1.5 |
| O=C1NC[C@H](CCCCN2C[C@H](Cc3ccccc3)N(CCC3CCCCC3)C(=O)C2=O)N(Cc2ccccc2)C1=O | 1.5 |
| C=CCCC1CN(Cc2ccc(OC)cc2)S(=O)(=O)c2c(Oc3ccc(C)cc3)cccc2O1 (stereo unspecified) | 1.0 |
| O=C(Nc1ccc(F)c(Cl)c1)c1cc(C2CCCN(S(=O)(=O)c3ccccc3)C2)on1 (stereo unspecified) | 0.5 |
| O=C(N[C@H](Cc1ccccc1)C(=O)NCC1CCCCC1)[C@H]1O[C@@H](n2ccc(=O)[nH]c2=O)[C@H](O)[C@@H]1O | 5.9 |
| COc1ccccc1NC(=O)Nc1nnc([C@@H]2C[C@H](O)[C@@H](CO)O2)s1 | 3.4 |
| COc1ccc(/C=C/CN2CCC(C(=O)NC(c3ccc(F)cc3)c3ccc4ccccc4n3)CC2)cc1 (stereo unspecified) | 1.4 |
| CCNC(=O)C1CCCN(C(=O)Cc2cccs2)CC1 (stereo unspecified) | 2.0 |
| Cc1ccc(S(=O)(=O)Nc2ccccc2OC(C(=O)OC(C)(C)C)C(=O)OC(C)(C)C)cc1 | 3.0 |
| COc1cccc(C(NC(C)=O)c2nc(-c3ccc(C)c(C)c3)cs2)c1 (stereo unspecified) | 2.2 |

Structures listed so far that have a furan ring, fused or not:
| structure | phage Ecoli inh |
| --- | --- |
| CC(C)(C)n1nnnc1C(c1cc2ccccc2o1)N1CCCC1 (stereo unspecified) | -0.3 |
| CN(CCc1ccccc1)C(c1cc2ccccc2o1)c1nnnn1C(C)(C)C (stereo unspecified) | 2.9 |

(listing goes on)
| structure | phage Ecoli inh |
| --- | --- |
| Cn1c(Cc2ccccc2)nc(=O)c2ccccc21 | 3.1 |
| O=S1(=O)CC(N2CCN(CCO)CC2)CN1Cc1cn(Cc2ccccc2)nn1 (stereo unspecified) | 3.0 |
| Cc1ccc(Cc2c(-c3ccc(C)cc3)nc3c(C)cc(Br)cn23)cc1 | -2.1 |
| COc1ccccc1CCC(=O)Nc1ccc2c(c1)c(=O)n(C)n2Cc1ccc(F)cc1 | 1.8 |
| OC(c1ccc(Cl)c(Cl)c1)c1ncc(-c2cccc(F)c2)[nH]1 (stereo unspecified) | 0.6 |
| COc1cnc(-c2cccc(C(F)(F)F)c2)c(NC(=O)c2cc3ccccc3s2)n1 | 1.7 |
| COc1ccc(NC(=O)c2cccc3c(-c4ccc(O)c(OC)c4)coc23)cc1 | -0.9 |
| O=C1NC[C@H](CCCCN2C[C@H](Cc3ccccc3)N(Cc3ccccc3)C(=O)C2=O)N(CCc2ccc(O)cc2)C1=O | 2.5 |
| Cc1c(C(=O)N2CCCC(C)(C(=O)NS(=O)(=O)C3CC3)C2)oc2ccccc12 (stereo unspecified) | 0.8 |
| COc1ccc(Cc2c(C3CCCCC3)nc3c4ccccc4ccn23)c(C)c1 | 3.9 |
| CCC(C)CN1C(=O)CSCC1(C)C(=O)NC(C)C (stereo unspecified) | 2.3 |
| NC(CCc1ccccc1)c1csc(Nc2nncc3ccccc23)n1 (stereo unspecified) | -2.8 |

A run of entries from further up, as a working copy:
| structure | phage Ecoli inh |
| --- | --- |
| CCC(C)CN1C(=O)CSCC1(C)C(=O)NC(C)C (stereo unspecified) | 2.3 |
| NC(CCc1ccccc1)c1csc(Nc2nncc3ccccc23)n1 (stereo unspecified) | -2.8 |

Not all compounds are listed; rates above refer to the full screens.
